# FAK inh – FAK kinase inhibitors, primary screen, biochemical. 0.84% of 97,000 active. biochemical FAK kinase activity assay. inhibition, %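 (tested at 7 µM)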. Focal adhesion kinase 1 (Homo sapiens), Q05397. AID 727, 2007; in the data active = inhibition above about 19%;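 note: 0% = DMSO and 100% = reference compound high control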
# Target sequence (Q05397 whole entry, looked up): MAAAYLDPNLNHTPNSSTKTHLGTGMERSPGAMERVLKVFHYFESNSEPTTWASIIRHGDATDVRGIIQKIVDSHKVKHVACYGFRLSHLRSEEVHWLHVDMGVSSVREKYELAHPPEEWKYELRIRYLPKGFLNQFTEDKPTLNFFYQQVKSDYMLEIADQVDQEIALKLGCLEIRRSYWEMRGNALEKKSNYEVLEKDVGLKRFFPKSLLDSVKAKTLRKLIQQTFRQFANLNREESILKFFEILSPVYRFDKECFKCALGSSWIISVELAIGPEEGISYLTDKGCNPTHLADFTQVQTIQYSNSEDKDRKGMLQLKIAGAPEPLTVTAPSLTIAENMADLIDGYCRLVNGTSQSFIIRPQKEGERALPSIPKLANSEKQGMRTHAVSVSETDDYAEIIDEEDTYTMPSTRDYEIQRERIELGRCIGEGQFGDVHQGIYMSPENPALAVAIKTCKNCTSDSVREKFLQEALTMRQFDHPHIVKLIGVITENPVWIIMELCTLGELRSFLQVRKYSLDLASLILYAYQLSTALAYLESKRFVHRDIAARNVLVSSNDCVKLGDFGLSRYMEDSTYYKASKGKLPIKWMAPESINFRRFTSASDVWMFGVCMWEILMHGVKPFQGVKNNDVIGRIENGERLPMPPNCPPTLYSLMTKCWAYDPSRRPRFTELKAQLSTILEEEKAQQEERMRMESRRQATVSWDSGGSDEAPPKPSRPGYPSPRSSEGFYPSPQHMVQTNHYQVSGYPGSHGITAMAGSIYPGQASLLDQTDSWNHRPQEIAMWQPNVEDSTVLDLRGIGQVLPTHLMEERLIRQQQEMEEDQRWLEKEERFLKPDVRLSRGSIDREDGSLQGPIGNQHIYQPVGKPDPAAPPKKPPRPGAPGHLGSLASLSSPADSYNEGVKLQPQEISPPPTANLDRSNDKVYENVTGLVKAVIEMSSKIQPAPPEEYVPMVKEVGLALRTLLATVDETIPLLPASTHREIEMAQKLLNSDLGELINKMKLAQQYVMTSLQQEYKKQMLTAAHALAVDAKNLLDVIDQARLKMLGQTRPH
# VCAM1 TNFa inh – inhibitors of TNFa-induced VCAM1 expression, primary screen, imaging, HUVEC, TNFa stimulus, immunofluorescence. HUVEC TNFa-induced VCAM-1 immunofluorescence, high-content imaging. inhibition, % at 2 µM. 0.48% of 95,000 active;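 active = inhibition above the batch mean plus 3 SD, with images confirmed as a hit by eye, cut at about 37% in these data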;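 note: 0% = TNF-stimulated DMSO wells and 100% = unstimulated control wells; not every result past the cut was called active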
# ERa SRC1 inh – ERα–SRC-1 coactivator interaction inhibitors, primary screen, biochemical, TR-FRET, ERα LBD, estradiol-bound; Estrogen receptor (Homo sapiens), P03372; 1.7% of 86,000 active; TR-FRET ER-alpha LBD / SRC-1 peptide; inhibition, % at 25.6 µM; AID 629, 2007; in the data active = inhibition above about 50%;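 note: 0% = receptor plus peptide control and 100% = peptide only without receptor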
# TNFa cytotox – cytotoxicity in TNFa-stimulated HUVEC, primary screen, cytotoxicity control for VCAM1 expression modulator project, imaging, Hoechst nuclei count | cell count reduction, % at 2 µM | AID 848, 2007 | 0.17% of 93,000 active | HUVEC TNFalpha-stimulated, Hoechst cell count;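 active = cell count reduction exceeding the screen mean by over 5 SD, scaled to untreated wells per plate, cut at about 78% in these data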;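 note: cells counted after 24 h of TNF alpha exposure following the 1 h pretreatment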
# HUVEC tox IL1B – cytotoxicity in IL-1B stimulated HUVEC, primary screen, cytotoxicity control for IL-1B NFkB translocation project, imaging, Hoechst nuclear count, IL-1B stimulus. cell count reduction, % at 2 µM. AID 845, 2007. HUVEC cell count loss. 0.41% of 94,000 active;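 active = cell count reduction more than 3 SD above the screen-wide mean, cut at about 70% in these data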;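 note: normalized per plate to untreated control cells as the no-loss baseline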
# PTPN22 inh 2 – PTPN22 phosphatase inhibitors, primary screen, biochemical, DiFMUP fluorescence, 2 µM; Tyrosine-protein phosphatase non-receptor type 22 (Homo sapiens), Q9Y2R2; 0.21% of 96,000 active; recombinant LYP catalytic domain; inhibition, % at 2 µM;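 active = inhibition at 2 µM at or above a set limit, the screen mean plus 3 SD, cut at about 24% in these data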;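 note: 0% = DMSO with enzyme and 100% = enzyme fully blocked by orthovanadate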
# F-actin modifier – modifiers of F-actin cytoskeleton organization, primary screen, imaging, HUVEC, phalloidin staining, high-content imaging; AID 836, 2007; inhibition, % at 2 µM; HUVEC TNFa F-actin phalloidin imaging; 0.18% of 91,000 active;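 active = inhibition above the batch mean plus 3 SD and confirmed as a hit by visual image inspection, cut at about 30% in these data, passing the limit was not always enough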; note: strong numbers were not always called active
# LYP act – LYP phosphatase activators, primary screen, biochemical, DiFMUP fluorescence, 2 µM | activation, % at 2 µM | Tyrosine-protein phosphatase non-receptor type 22 (Homo sapiens), Q9Y2R2 | recombinant LYP; 0 = plate median, 100 = signal doubled | 0.11% of 96,000 active;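 active = activation at 2 µM above a set limit, the mean plus 5 SD, cut at about 37% in these data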
# PTK2B oligo ant – antagonists of Pyk2 self-association, primary screen, Q293 cells, FERM NanoBiT luminescence, HTS | 0.83% of 99,000 active | z-score (the deposit names both 25 µM and 10 µM) | hits give low values;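 active = Z-score of -3 or lower, scaled per plate to the spread of control and sample wells; inactive = z-score above -3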;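 note: negative z-score means lost luminescence so less FERM oligomerization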
# The depositor's hits bear a star; . = no result given; [ ] = dose if it differs, or a comment.
SMILES	TNFa cytotox	FAK inh	ERa SRC1 inh	LYP act	PTK2B oligo ant	VCAM1 TNFa inh	HUVEC tox IL1B	PTPN22 inh 2	F-actin modifier
COCCNC(=O)CCSc1nc(-c2ccc(OC)cc2)cc(C(F)(F)F)n1	-28	-1	-11	9	1.2	-3	30	-10	2
Cc1cccc(Nc2ncc3c(n2)CC(c2ccco2)CC3=O)c1 (configuration not stated)	-19	11	2	-12	-0.96	-20	7	9	32
CCCc1nc2oc(C(=O)c3ccccc3)c(N)c2c2c1COC(C)(C)C2	-22	-1	38	13	-0.91	-14	2	-14	4
Cc1cc(Cl)ccc1Oc1ncnc2oc(-c3ccccc3)cc12	-9	3	.	6	0.67	8	-5	-3	-12
Cc1ccc(N(CC(=O)NCc2cccnc2)S(C)(=O)=O)cc1C	-21	-1	-8	-6	-0.62	10	1	4	-6
CCOC(=O)C1CCN(C(=O)CN(C)S(=O)(=O)c2cc(C)ccc2OC)CC1	-16	0	4	6	-0.08	13	8	-9	12
CN=C1CC(SC)=C1c1ccc(C)cc1	-4	1	16	16	0.79	18	-61	-21	-2
Cn1cc(/C=N/n2cnc3scc(-c4ccc(Cl)cc4)c3c2=O)c2ccccc21	65	6	.	3	0.16	75*	57	-3	-205
O=C(CSc1nnc(-c2cccnc2)n1-c1ccccc1)Nc1ccccc1	-12	0	5	-2	0.77	7	-34	4	6
Cc1ccc(C(=O)/C=C2\NCCNC2=O)cc1	11	1	0	-5	0.14	8	-80	4	6
O=C(OCc1nc2ccccc2s1)C1CCN(S(=O)(=O)c2cccs2)CC1	-17	3	-3	5	1.9	19	-57	-8	23
CC(C)CCNC(=O)NC(=O)CSc1nnc(-c2ccccc2Br)o1	2	3	-2	-13	-0.78	-12	2	12	0
Cc1nc2ccccn2c1/C(O)=C1\C(=O)C(=O)N(CCN(C)C)C1c1cccnc1 (configuration not stated)	-23	-4	0[fluorescence artefact?]	1	0.58	-18	-16	-2	4
CC(C)SCCCOc1ccc(C(C)(C)C)cc1	-26	-1	-6	8	-0.07	0	.	-9	12
Cc1ccc(N2C(=O)c3ccc(C(=O)NCCN4CCOCC4)cc3C2=O)cc1	-5	0	-19[fluorescence artefact?]	-8	0.26	-16	-10	5	2
N#Cc1ccccc1NC(=O)CNc1ccccc1N1CCCCC1	-21	1	.	-14	-0.96	1	10	13	5
N#Cc1ccc(C(=O)NCC(c2ccco2)N2CCCCC2)cc1 (configuration not stated)	-74	2	-10	7	1.2	13	-9	-4	.
COCCn1c(Sc2ccc(C)cc2)nc2c1c(=O)[nH]c(=O)n2C	-38	-2	7[fluorescence artefact?]	-4	-0.03	-54	9	2	17
COc1ccc(NC(=O)CN(C)C(=O)c2ccc(C)s2)cc1	9	-4	5	-5	-0.5	1	-7	6	12
Cc1cc(C(=O)COc2cccc3cccnc23)c(C)n1C	-21	0	.	-2	0.11	2	-32	6	23
CCS(=O)(=O)N1CCN(C2Cc3ccccc3C2)CC1	-18	-1	.	4	1.1	-3	-14	-7	0
CCNC(=O)CC1C(=O)N(c2cccc(OC)c2)C(=O)N1CCOC (configuration not stated)	.	-1	-23	-8	0.7	.	-22	7	.
O=C(CSCC(=O)Nc1ccc2ccccc2c1)NCc1ccccc1	-7	0	.	17	0.03	14	.	-11	-26
CC(C)(C)c1nc(NCC2CCCO2)c2nnn(Cc3ccccc3)c2n1 (configuration not stated)	-25	2	-9	-6	-0.57	-3	-9	3	.
CCNc1nc(NC(C)C)nc(OCC)n1	7	2	1	4	-0.45	5	-1	-5	-11
O=C(NCCCNc1ccc(C(F)(F)F)cc1[N+](=O)[O-])c1cc(F)c(F)cc1Cl	-27	7	.	-6	0.16	6	8	10	-8
O=C1C(Cl)=C(N2CCN(Cc3ccccc3)CC2)C(=O)N1c1ccccc1	-17	2	-28	2	0.9	7	-4	-3	51
Cn1nnnc1SCC(=O)Nc1cc(C(=O)O)cc(C(=O)O)c1	-22	-1	.	5	0.65	6	-6	-3	-6
Cc1cc(S(=O)(=O)N2CCCC2)ccc1OCC(=O)NCc1ccco1	-1	0	10	-7	0.51	-8	-7	5	-16
COCc1[nH][nH]c(=O)c1C=Nc1ccc(F)cc1F	1	-1	-2	-4	0.03	8	16	4	-6
CC(=O)CC1OC(=O)C(Br)=C1NCc1ccccc1 (configuration not stated)	-8	-1	.	-3	0.32	4	-22	0	58
Cc1cc(NS(=O)(=O)c2ccc(NC(=O)COc3ccc(Cl)cc3)cc2)no1	.	-7	7	-6	1.3	-21	88*	4	2
COCCCN(C(=O)Nc1cccc(Cl)c1)C(C)c1ccccn1 (configuration not stated)	5	-2	-7	-4	0.43	6	-187	3	5
O=c1ccc(Br)c[nH]1	11	4	-9	-11	-0.58	7	6	10	10
O=C(Cc1ncc(C(F)(F)F)cc1Cl)Nc1cccc(Br)c1	-17	-8	.	6	-0.25	3	5	-2	-18
O=C(O)c1c(F)c(F)c(F)c(F)c1-c1ccc(Cl)cc1	2	-7	-10	4	0.53	-11	4	-7	-15
CCOC(=O)/C(C#N)=C1/C=CN(c2ccc(C)cc2)C=N1	-10	-4	-3	1	0.43	-25	.	-1	-15
Clc1ncnc2scc(C3COc4ccccc4O3)c12 (configuration not stated)	-24	4	3	7	0.19	4	-31	-11	-3
COc1cc(/C=c2\sc3n(c2=O)CCCN=3)ccc1O	-2	8	-6	-6	-0.67	-5	-12	9	-49
COc1ccc2c(c1)C=C(C(=O)NCc1ccc(Cl)cc1)CO2	-19	1	.	5	1.8	3	-33	1	0
CC1(C(=O)O)CCC(C(=O)Nc2ccccc2)C1(C)C (configuration not stated)	-21	-3	-17	-12	-0.26	10	-2	9	6
COc1nc(NC(C)(C)C)nc(Oc2ccc(=O)n(-c3ccccc3)n2)n1	6	-5	3	2	1.2	0	-5	-2	33
CCC(C)(C)n1nnnc1C(c1ccncc1)N1CCN(c2cccc(OC)c2)CC1 (configuration not stated)	-4	-1	-5	3	-0.22	-5	-32	1	11
Cc1cccc(Nc2nc(N)nc(CSc3nccn3C)n2)c1	-11	1	-6	2	0.5	-2	10	-2	1
Cc1nc(SCC(=O)O)c2oc3ccccc3c2n1	-4	0	-1	5	1.6	3	0	-5	2
CC(=O)Nc1cccc(C(=O)N2CCN(Cc3ccccc3)CC2)c1	6	-3	0	-2	2.3	-8	-26	0	1
c1ccc(CCc2nc(-c3ccncc3)no2)cc1	-17	0	-17	-8	-0.18	2	-20	7	-12
O=C(Nc1ccccc1-c1ccccc1)c1cnccn1	7	4	6	-8	0.35	10	8	7	-1
CCn1cc(/C=N/NC(=O)c2ccc3c(c2)OCO3)c(C)n1	-3	0	.	6	-0.32	-5	-7	-7	-4
Cc1nc2nc(COc3ccccc3)nn2c(C)c1Cl	-5	-1	-17	5	1.6	13	-48	-11	-11

# Continuation.
SMILES	TNFa cytotox	FAK inh	ERa SRC1 inh	LYP act	PTK2B oligo ant	VCAM1 TNFa inh	HUVEC tox IL1B	PTPN22 inh 2	F-actin modifier
Cc1n[nH]c(=O)nc1NC(C)c1ccccc1 (configuration not stated)	-6	2	2	10	0.52	-1	15	-11	-2
O=c1c2[nH]c3ccc(Cl)cc3c2ncn1Cc1ccccn1	-7	-2	2	-10	-0.28	11	-14	8	3
Cc1ccc(CNC(=O)c2nnn(-c3cccc(C)c3)c2N)cc1	-25	0	26	-3	0.97	15	-9	4	-16
Cn1nc(-c2ccc(OCC(=O)Nc3ccccc3)cc2)c2ccccc2c1=O	-4	4	3	14	-1.1	4	-4	-13	2
COC(=O)c1ccc(NC(=O)CCN2CCN(c3ccccc3)CC2)cc1	-18	3	-1	8	0.63	-12	-10	-7	-17
Cn1c(=O)n(Cc2ccc(F)cc2)c(=O)c2c1nc1n2CCCN1C1CCCCC1	-23	4	4	-4	-0.95	-31	-23	3	7
CCOC(=O)N1CCC(N2C(=O)c3ccccc3C2Nc2ccc(Cl)cn2)CC1 (configuration not stated)	-38	-1	-9	-6	.	12	-7	5	13
N#Cc1cc2c(nc1SCC(=O)Nc1sc3c(c1C#N)CCC3)CCC2	-18	0	-4	-3	-0.99	-4	15	-1	11
COc1ccc(N2C(=O)C3CC=C(Cl)CC3C2=O)cc1 (configuration not stated)	-24	-2	-7	2	0.64	-8	-22	-6	.
O=C(Nc1cccc(Oc2ccc3c(c2)C(=O)NC3=O)c1)c1ccco1	2	5	20	4	0.49	29	-36	-9	-9
Cc1ccc2nc(SCC(=O)NCc3cccs3)c(C#N)cc2c1	-3	-11	.	-13	-0.15	-3	1	16	13
O=C(O)c1cc(-c2ccccn2)n[nH]1	-10	-3	0	-6	4	-10	12	6	-12
N#CC(c1ccc(Cl)cc1)c1ccc2c(C(F)(F)F)cc(C(F)(F)F)nc2n1 (configuration not stated)	1	1	2	0	-2.5	-4	24	2	8

# Structures listed so far printed as active in VCAM1 TNFa inh.
compound	FAK inh	ERa SRC1 inh	LYP act	PTK2B oligo ant	VCAM1 TNFa inh	PTPN22 inh 2	F-actin modifier
Cn1cc(/C=N/n2cnc3scc(-c4ccc(Cl)cc4)c3c2=O)c2ccccc21	6	.	3	0.16	75*	-3	-205

# Quoted at random: six entries already listed
SMILES	TNFa cytotox	FAK inh	ERa SRC1 inh	LYP act	PTK2B oligo ant	VCAM1 TNFa inh	HUVEC tox IL1B	PTPN22 inh 2	F-actin modifier
Cc1ccc(CNC(=O)c2nnn(-c3cccc(C)c3)c2N)cc1	-25	0	26	-3	0.97	15	-9	4	-16
Cc1n[nH]c(=O)nc1NC(C)c1ccccc1 (configuration not stated)	-6	2	2	10	0.52	-1	15	-11	-2
O=C(O)c1cc(-c2ccccn2)n[nH]1	-10	-3	0	-6	4	-10	12	6	-12
N#Cc1cc2c(nc1SCC(=O)Nc1sc3c(c1C#N)CCC3)CCC2	-18	0	-4	-3	-0.99	-4	15	-1	11
Cn1nc(-c2ccc(OCC(=O)Nc3ccccc3)cc2)c2ccccc2c1=O	-4	4	3	14	-1.1	4	-4	-13	2
Cn1c(=O)n(Cc2ccc(F)cc2)c(=O)c2c1nc1n2CCCN1C1CCCCC1	-23	4	4	-4	-0.95	-31	-23	3	7

# Shown field by field: entries from further up
Cc1ccc(N(CC(=O)NCc2cccnc2)S(C)(=O)=O)cc1C
- TNFa cytotox: -21
- FAK inh: -1
- ERa SRC1 inh: -8
- LYP act: -6
- PTK2B oligo ant: -0.62
- VCAM1 TNFa inh: 10
- HUVEC tox IL1B: 1
- PTPN22 inh 2: 4
- F-actin modifier: -6

CCOC(=O)C1CCN(C(=O)CN(C)S(=O)(=O)c2cc(C)ccc2OC)CC1
- TNFa cytotox: -16
- FAK inh: 0
- ERa SRC1 inh: 4
- LYP act: 6
- PTK2B oligo ant: -0.08
- VCAM1 TNFa inh: 13
- HUVEC tox IL1B: 8
- PTPN22 inh 2: -9
- F-actin modifier: 12
